# GSK3beta inhib = human GSK3beta kinase inhibition | P49841 | GST-GSK3beta kinase, ADP-Glo luminescence, 60 min; stronger effect = lower value | activity score (negative = inhibition), % at 10 µM | 300,000 tested, 0.038% active;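 active = more than half of replicate wells score below -50%, meaning over 50% inhibition versus plate controls; inconclusive = some replicates but at most half score below -50%; inactive = no replicate scores below -50%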;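 note: 0% = median DMSO wells and -100% = median GW8510 positive control wells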
# Target sequence (P49841 whole entry, looked up): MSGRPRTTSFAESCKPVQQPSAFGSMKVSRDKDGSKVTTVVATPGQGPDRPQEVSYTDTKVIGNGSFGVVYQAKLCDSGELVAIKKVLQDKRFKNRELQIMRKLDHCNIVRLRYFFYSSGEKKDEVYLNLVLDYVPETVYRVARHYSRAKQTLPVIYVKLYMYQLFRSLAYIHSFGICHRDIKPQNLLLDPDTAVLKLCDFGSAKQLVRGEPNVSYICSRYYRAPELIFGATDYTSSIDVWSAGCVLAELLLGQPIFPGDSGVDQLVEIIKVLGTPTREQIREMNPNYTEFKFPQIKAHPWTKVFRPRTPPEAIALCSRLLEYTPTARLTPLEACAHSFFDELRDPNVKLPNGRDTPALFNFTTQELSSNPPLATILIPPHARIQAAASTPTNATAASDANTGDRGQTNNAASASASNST
#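 Test system – GST-tagged human GSK3beta kinase, cell-free · Incubation – 60 min enzyme reaction, room temperature · Signal – ADP-Glo luminescence · Also added – peptide substrate and ATP at 25 µM · Controls – DMSO neutral wells and GW8510 at 20 µM as positive · Buffer or medium – Tris/MgCl2 kinase buffer · Measure – Luminescence-derived activity versus plate DMSO and GW8510 wells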
# GSK3 alpha inh = blocks human GSK-3 alpha kinase; ADP-Glo luminescence, 60 min; AID 2650; 320,000 tested, 0.1% active; inhibition, % at 10 µM;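 in the data active = inhibition above about 50%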;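 note: GST-tagged GSK-3 alpha with peptide substrate and 25 µM ATP; 0% = DMSO neutral wells and 100% = GW8510 positive control wells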
# Target sequence (P49840 whole entry, looked up): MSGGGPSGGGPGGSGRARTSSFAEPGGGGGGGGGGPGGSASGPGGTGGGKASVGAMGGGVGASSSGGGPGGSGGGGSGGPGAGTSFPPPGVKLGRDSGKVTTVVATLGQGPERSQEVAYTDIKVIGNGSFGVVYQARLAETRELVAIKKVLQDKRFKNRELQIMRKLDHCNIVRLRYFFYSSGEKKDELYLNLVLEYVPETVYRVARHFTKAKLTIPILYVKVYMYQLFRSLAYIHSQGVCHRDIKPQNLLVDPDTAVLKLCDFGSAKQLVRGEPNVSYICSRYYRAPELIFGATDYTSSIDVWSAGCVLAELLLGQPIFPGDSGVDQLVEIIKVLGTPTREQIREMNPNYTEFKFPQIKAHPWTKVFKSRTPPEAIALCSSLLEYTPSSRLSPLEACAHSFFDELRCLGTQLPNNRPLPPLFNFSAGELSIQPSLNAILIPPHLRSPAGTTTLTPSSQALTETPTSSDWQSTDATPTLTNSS
# HSF1 inhib = HSF1 inhibition | NIH3T3-HGL HSE-luciferase, MG132-induced, luminescence 8 h; stronger effect = lower value | activity change, negative = inhibition, % at 7.5 µM (by protocol) | 300,000 tested, 0.77% active;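 active = more than half of replicate wells show activity change below -50%, luminescence cut by over half; inconclusive = some wells, but at most half, below -50%; inactive = no replicate well below -50%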;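 note: luciferase reports HSF-1 transcriptional activity via heat shock element; 0% = median of DMSO wells and -100% = zero luminescence signal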
# Dyrk1A ADPGlo = inhibitors of rat Dyrk1A kinase. ADP-Glo luminescence, NFATc1 peptide. inhibition, % at 12.5 µM. 310,000 tested, 0.43% active. AID 504441; in the data active = inhibition above about 50%;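 note: plate controls were vehicle with enzyme for no effect and no enzyme for full effect; many of its hits are not listed in these tables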
# KLF5 inhibitor = suppresses KLF5 promoter-driven expression; inhibition, % at 5 µM; DLD-1 KLF5 promoter-luciferase reporter, luminescence; AID 1700; 290,000 tested, 0.23% active;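 active = inhibition above a per-plate limit of that plate's mean compound inhibition plus 3 SD, cut at about 60% in these data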;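 note: 0% = DMSO wells and 100% = LY294002 at 200 µM; higher means less KLF5 promoter-driven luciferase light; inactives centre near -14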
# IEC-6 tox = kills IEC-6 intestinal cells in KLF5 counter-screen. inhibition, % at 5 µM. 290,000 tested, 0.78% active. IEC-6 cytotoxicity, luminescence viability; in the data active = inhibition above about 22%;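 note: 0% = plate median of test compound wells and 100% = cytotoxic reference compound wells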
# Platelet DG rel = modulates dense granule release in human platelets | human platelet-rich plasma, SFLLRN dense granule ATP release, luminescence | inhibition, %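 (compounds screened at 7.5 µM in platelet-rich plasma)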 | 300,000 tested, 0.22% active | AID 1663;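 active = mean replicate score, as percent of positive control, at or above 50; inconclusive = mean below 50 but at least one replicate at or above 50; inactive = mean and every replicate below 50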
# aSyn 5UTR inh = 5' untranslated region of α-synuclein, MLPCN primary screen | alpha-synuclein 5'UTR reporter, inhibitor activity | inhibition, % (tested at 7.5 µM) | 300,000 tested, 0.82% active | AID 1813; in the data active = inhibition above about 60%; inconclusive = no clear call, values can overlap the other calls;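 note: H4 neuroglioblastoma cells stably carrying SNCA 5'UTR luciferase fusion; 0% = DMSO wells and 100% = positive control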
# HSF1 activator = increases HSF-1 driven luciferase reporter signal; NIH3T3-HGL HSF-1 luciferase reporter, MG132, 8 h; 100% = twice DMSO control signal; activation, % at 9 µM; 300,000 tested, 1.7% active;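 active = mean replicate activation of at least 50% with a set share of replicates each reaching 50%; inconclusive = only one of those two conditions met; inactive = mean below 50% and too few replicates reaching it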;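 note: 0% = median of the neutral control wells and 100% = twice that signal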
# HSP90 inh = blocks HSP90-mediated luciferase refolding in reticulocyte lysate; Rabbit reticulocyte lysate, luciferase refolding luminescence, 3 h; inhibition, % at 5.6 µM; 290,000 tested, 0.91% active;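 active = inhibition above the screen-wide mean plus 3 SD, computed separately per campaign, cut at about 16% in these data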;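 note: 0% = DMSO wells and 100% = 60 µM geldanamycin wells; inhibitors lower the luminescence because luciferase stays unfolded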
# * = called active by the depositor; ? = inconclusive; . = not tested or not shown.
SMILES,GSK3beta inhib,GSK3 alpha inh,HSF1 inhib,Dyrk1A ADPGlo,KLF5 inhibitor,IEC-6 tox,Platelet DG rel,aSyn 5UTR inh,HSF1 activator,HSP90 inh
CCN1C(=O)N[C@@H](c2cccc(F)c2)C(C(=O)OC)=C1C,-1,-3,-2,3,.,.,4,-4,-6,.
CC(C)C(NCc1c(Cl)cccc1Cl)C(=O)O (stereo unspecified),1,-1,.,2,-25,2,-2,.,.,-4
O=C(O)CCC(=O)Nc1ccc(-n2ccc(C(F)(F)F)n2)cc1,1,-8,-2,-13,-26,-5,-1,9,-2,0
Cc1nn(C(=O)c2cc([N+](=O)[O-])ccc2Cl)c(C)c1Br,-3,0,5,-8,7,-4,-5,-10,21,1
O=C(O)CSCC(=O)Nc1cccc(C(F)(F)F)c1,1,1,2,-4,-13,-6,7,-8,-8,-3
Cc1ccc(C)c(NC(=O)CN(C)C(=O)CCN2C(=O)c3ccccc3C2=O)c1,0,-1,-5,-11,0,5,-3,-34,3,1
Cc1n[nH]c(C)c1S(=O)(=O)N1CCCC(C(=O)Nc2nccs2)C1 (stereo unspecified),-2,1,-6,-8,5,2,11,-3,-12,6
O=C(CC1SCCNC1=O)Nc1cccc(Cl)c1 (stereo unspecified),-2,.,-5,7,-21,-12,-1,-43,-1,2
COc1cccc(CNC(=O)CCC2CCCN(C(=O)c3cccc4c(C)c(C)[nH]c34)C2)c1 (stereo unspecified),-1,0,-1,-3,-5,4,6,-8,4,1
CN(C)c1ccc(NC(=O)c2ccncc2)c2ccccc12,-5,2,3,4,-11,3,-14,18,5,-2
C/C(=N\Nc1cccc(C(=O)O)c1)c1cc2ccccc2o1,.,.,0,12,-96,-4,18,-66,7,11
O=S(=O)(Nc1cccc(-c2ccc(N3CCCCCC3)nn2)c1)c1ccccc1F,-1,1,-14,-6,-10,-2,-20,-128,-19,0
COC(=O)CSc1nnc(-c2cccnc2)n1-c1cc(OC)cc(OC)c1,2,-7,11,-6,-25,-4,22,-2,4,-1
O=C(CNc1cccc(S(=O)(=O)N2CCOCC2)c1)N1CCc2ccccc21,1,.,8,6,9,1,-1,-9,15,5
Cc1sc2nc(C(C)C)nc(SCC(=O)N3CCN(C(=O)c4ccco4)CC3)c2c1C,2,-2,1,2,7,5,-5,38,3,-2
C/C(CC(=O)Nc1cccc2c1CCCC2)=N\NC=O,1,-1,14,0,-21,-6,2,-1,17,4
Cc1nc2c(-c3ccc(F)cc3)c(C)nn2c(C)c1CCC(=O)N1CCN(c2ccccc2)CC1,-3,-3,23,-1,-20,0,-5,0,36,1
CCOC(=O)C(=O)Nc1ccccc1C(=O)Nc1ccc(OC)cc1,1,-2,-6,-3,-38,-4,-4,-16,8,5
COc1cccc(C(=O)Nc2cccc(SC)c2)c1,0,1,37,15,-89,4,-2,-156,62*,-3
O=C(CSc1nnc(-c2cccnc2)n1-c1ccccc1)Nc1ccc2c(c1)OCO2,-26,-3,-3,-1,-40,-5,-2,-16,8,2
CC1=NN(C(=O)c2ccccc2C)C(O)(c2ccc(Cl)cc2)C1 (stereo unspecified),2,-1,4,-6,-48,2,3,-25,29,-2
CN(C(=O)CN1C(=O)S/C(=C\c2ccccc2F)C1=O)C1CCS(=O)(=O)C1 (stereo unspecified),3,-2,-3,.,6,-5,2,1,-1,-1
c1ccc(-c2oc3ncnc(NCCN4CCOCC4)c3c2-c2ccccc2)cc1,1,1,-35,0,-33,-6,-4,28,-48,-3
Cc1cc(C)cc(NC(=S)NC(=O)C2CC2)c1,-2,1,-6,0,-4,-5,-3,-15,3,6
N#CCCCCN1c2cccc3cccc(c23)S1(=O)=O,-2,4,2,16,-10,0,-5,9,3,2
Cc1cccn2c(=O)nc(SCC(=O)NC3CCCC3)nc12,-5,3,3,-4,.,.,-2,17,10,.
O=c1c(C=Nc2ccc(Cl)cc2)c[nH]n1-c1cccc(Cl)n1,-1,-2,6,-3,-14,-2,-6,-57,12,0
COc1cc2cc3c(N)c(C(=O)NCc4ccco4)sc3nc2cc1OC,1,-1,22,10,4,3,10,-284,30,4
N#C/C(=C\c1ccc(OCc2ccccc2)cc1)C(N)=O,-2,-20,26,-3,-15,1,3,-92,20,-2
COc1c(O)ccc(C2NC(=O)NC(C)=C2C(=O)Nc2ccccc2C)c1[N+](=O)[O-] (stereo unspecified),0,-1,-3,-2,0,0,-2,-3,-1,4
CCCCC(=O)NC(c1ccc(Cl)cc1)c1ccc2cccnc2c1O (stereo unspecified),-1,-2,-30,.,84*,57*,3,56,-28,11
NS(=O)(=O)c1ccc(CCNC(=O)CSc2nc3ccsc3c(=O)n2C2CC2)cc1,-29,1,-6,1,-15,0,-9,13,5,-1
CC(=O)Nc1ccc2c(c1)N(C(C)=O)c1ccccc1CC2,0,-2,-2,1,-6,1,2,-4,3,0
C#CCNC(=O)C1=C[C@@H](c2ccc(Br)cc2)[C@H](CCCO)[C@@H](OCC)O1,3,-1,1,5,2,2,-4,-11,-4,0
COc1ccc(S(=O)(=O)N2CCCCC2)cc1N(C)S(=O)(=O)c1ccccc1,5,-1,7,4,-2,-1,-18,-12,19,-2
O=C(COc1ccc(S(=O)(=O)NC2CCCC2)cc1)N1CCCCCC1,-1,-3,5,5,-5,-2,0,12,-6,3
COCCn1c(Cc2ccccc2)nnc1SCC(=O)Nc1ccccc1,-3,7,-5,-3,-2,-6,13,-4,-4,-1
CCN1CCN(CCNC(=O)c2ccc(CS(=O)c3ccc(Br)cc3)o2)CC1 (stereo unspecified),1,-2,-4,.,-11,3,4,12,-11,-4
CCN(Cc1ccccc1)C(c1cccs1)c1nnnn1C1CCCCC1 (stereo unspecified),3,2,13,2,5,-2,-1,17,?,-1
COc1ccc(OCC(=O)N/N=C/c2ccsc2)cc1,1,.,3,-1,-28,-3,-4,-8,-6,-2
C=CCOc1ccc(/C=N/NC(=O)C(C)Sc2ccccn2)cc1OC (stereo unspecified),-3,-2,-13,-2,13,5,1,0,-21,-1
C#CCOCCOCCOCCNc1nc(N2CCN(C(=O)Cn3cc(CC(C)O)nn3)CC2)nc(N2CCN(C(=O)[C@H](C)n3cc(CCCN=C(N)N)nn3)CC2)n1 (stereo partly specified),5,-2,-7,.,-2,-5,6,6,-12,-1
COCCCNc1oc(-c2ccccc2Cl)nc1C#N,2,5,9,30,-9,6,0,-31,17,-4
Cc1ccc(-c2nc(CS(=O)CC(=O)NCc3ccc4c(c3)OCO4)c(C)o2)cc1 (stereo unspecified),1,-6,0,-4,5,0,1,-3,-9,1
NC(=O)CC(NC(=O)Cc1ccc(Br)cc1)c1ccc(NCCc2ccc(F)cc2)c([N+](=O)[O-])c1 (stereo unspecified),2,-2,26,-6,.,.,6,4,33,.
Cc1ccc(S(=O)(=O)N(C)c2ccc3sc(C)nc3c2)cc1,2,-2,3,4,-26,1,-2,1,8,-3
CCOC(=O)c1cnc2ccc(OC)cc2c1NCCN1CCOCC1,-12,15,-7,18,9,3,-7,-5,11,11
O=C(CCC1=NS(=O)(=O)c2ccccc2N1)NC1CCCCCCC1,0,3,-4,10,-7,-4,-1,8,-7,-1
Cc1ccc(NC(=O)c2c(F)cccc2Cl)cc1NS(C)(=O)=O,-5,-1,-3,8,1,7,9,9,-2,-1
COc1ccc(S(=O)(=O)N(CC(=O)NCc2ccccn2)c2ccc(Cl)cc2)cc1,-2,1,3,3,-2,5,5,0,25,0
# (more compounds)
SMILES,GSK3beta inhib,GSK3 alpha inh,HSF1 inhib,Dyrk1A ADPGlo,KLF5 inhibitor,IEC-6 tox,Platelet DG rel,aSyn 5UTR inh,HSF1 activator,HSP90 inh
Cc1cccc(OCC(=O)Nc2cc(NC(=O)COc3cccc(C)c3C)cc(C(=O)O)c2)c1C,0,-5,-11,4,-21,4,0,-10,15,2
CSC1=C(C#N)C(c2ccc(C)s2)CC(=O)N1 (stereo unspecified),-6,2,7,1,-15,3,12,-1,-7,-2
O=C(N/N=C/c1ccc(F)cc1)c1sccc1OCc1ccc(F)cc1,1,1,2,3,-41,-4,-1,-94,3,1
O=C(CNC(=O)c1ccc(Cl)cc1Cl)OCN1C(=O)c2ccccc2C1=O,3,1,-1,0,.,.,-6,16,-16,.
COc1cccc(NC(=O)CSc2nnc(-c3ccco3)c(-c3ccco3)n2)c1,2,-2,1,1,-2,-13,6,0,-6,-2
COc1ccc(CN2CC[C@H]3C=CC[C@@H](C(=O)N4CCOCC4)[C@H]3C2=O)cc1OC,1,0,2,2,.,.,1,6,-14,.
COC(=O)c1c(NC(=O)C2CCCCC2)sc2c1CC(C)(C)NC2(C)C,3,0,6,2,-31,-11,-15,-23,11,-3
CN(C)CCCn1c(N)c(S(=O)(=O)c2ccccc2)c2nc3ccccc3nc21,1,-4,-3,.,-15,-4,12,6,-3,2
COC(=O)c1cc(S(=O)(=O)N(C)Cc2ccco2)c[nH]1,-2,-1,-2,0,-15,5,1,2,-2,3
CCN(CC)c1ccc(/C=N/N2CCN(Cc3ccccc3)CC2)cc1,2,-3,-1,.,-11,4,14,-3,0,0
O=C1CCCCN1CCc1c[nH]c2ccccc12,0,2,5,-3,-42,12,-1,-46,0,3
COc1ccc(-c2nc(CSCC(=O)NC3CC3)c(C)o2)cc1OC,3,-1,4,-2,6,-5,-1,10,-22,-1
COc1cccc(OC)c1C(=O)NC(=S)NNC(=O)[C@H]1C[C@@H]1c1ccccc1,0,1,-15,5,1,1,0,-5,-29,-3
CNC(=O)c1cccc(N2CCCC2=O)c1,3,-1,-2,-3,-29,-2,0,1,3,-1
CC(=O)Nc1ccc(-c2csc(NC(=O)C3CCN(S(=O)(=O)c4cccs4)CC3)n2)cc1,0,-4,-1,3,20,2,-6,-6,-3,-3
O=C(COc1ccc(/C=N/NC(=O)c2ccccc2O)cc1)Nc1ccc([N+](=O)[O-])cc1,-3,3,.,2,-10,0,2,-14,.,-3
CCc1nc2oc3ccccc3c(=O)c2cc1C(=O)OC,1,0,18,-1,-125,0,6,-156,42,-1
Cc1ccccc1C(=O)NC[C@@H]1CCCN2CCCC[C@H]12,-5,-2,-56*,2,-12,3,-3,-1,-64,3
Cc1cc(C)n(Cc2nc3ccccc3n2C)n1,4,2,0,-10,-2,-1,-1,29,1,3
COc1ccc(/C=C/C(=O)NCC(=O)N/N=C/c2cc(Br)ccc2OCc2ccccc2)cc1,1,2,4,-4,-61,-1,-2,-21,23,2
COc1ccc(C(CNC(=O)Cc2ccccc2)N2CCCCC2)cc1 (stereo unspecified),2,2,-1,3,-2,-4,11,6,-18,1
NC(=O)c1nsc(C(=O)N(CC(=O)NC2CCCC2)c2cnc3ccccc3c2)c1N,2,-3,-5,.,4,-1,?,-1,-6,0

# The list is partial (hit frequency here may not be typical).
